EPAC2 ag: qHTS for Agonist of cAMP-regulated guanine nucleotide exchange factor 4 (EPAC2): primary screen | Potency, µM (doses to about 154 µM), for the others: top-dose activation, most hits filed as activators | EPAC2 activation, biochemical qHTS; response scale: 100% = 6.5 mM cAMP response | 360,000 compounds, 0.079% hits; note: nearly all actives have a fitted effect of over 50% in size
Target sequence (Q8WZA2 whole entry, looked up): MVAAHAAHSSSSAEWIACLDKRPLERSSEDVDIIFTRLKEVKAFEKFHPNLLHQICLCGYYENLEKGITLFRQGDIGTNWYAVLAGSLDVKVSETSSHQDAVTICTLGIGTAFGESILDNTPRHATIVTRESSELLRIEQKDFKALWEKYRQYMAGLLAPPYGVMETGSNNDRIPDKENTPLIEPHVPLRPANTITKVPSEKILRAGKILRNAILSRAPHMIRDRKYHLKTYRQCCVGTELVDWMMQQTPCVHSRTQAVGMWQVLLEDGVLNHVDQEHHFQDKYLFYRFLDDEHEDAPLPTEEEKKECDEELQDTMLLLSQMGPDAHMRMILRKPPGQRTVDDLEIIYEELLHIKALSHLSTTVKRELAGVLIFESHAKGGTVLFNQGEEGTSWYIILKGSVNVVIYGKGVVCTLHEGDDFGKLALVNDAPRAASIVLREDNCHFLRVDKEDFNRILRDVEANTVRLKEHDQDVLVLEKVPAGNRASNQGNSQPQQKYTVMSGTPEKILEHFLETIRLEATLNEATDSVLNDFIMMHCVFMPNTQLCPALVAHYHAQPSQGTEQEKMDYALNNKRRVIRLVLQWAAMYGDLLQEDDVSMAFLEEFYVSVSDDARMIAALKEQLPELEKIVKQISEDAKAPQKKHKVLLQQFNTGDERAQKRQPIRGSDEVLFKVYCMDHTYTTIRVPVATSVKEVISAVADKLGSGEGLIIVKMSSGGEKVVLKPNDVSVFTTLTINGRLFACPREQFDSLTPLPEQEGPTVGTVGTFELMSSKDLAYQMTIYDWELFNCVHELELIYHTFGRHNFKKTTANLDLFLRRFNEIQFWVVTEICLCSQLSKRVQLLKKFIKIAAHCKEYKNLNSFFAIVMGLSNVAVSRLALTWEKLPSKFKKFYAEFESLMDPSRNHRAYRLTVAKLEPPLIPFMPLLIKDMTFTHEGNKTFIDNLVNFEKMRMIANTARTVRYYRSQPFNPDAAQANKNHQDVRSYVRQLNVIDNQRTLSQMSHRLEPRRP
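Fluorescence exchange assay: 100 nM EPAC2 with 250 nM RAP1B-BODIPY-GDP and 50 uM GDP; compounds tested as a concentration-titration series (qHTS). Loss of Rap1-bound BODIPY-GDP fluorescence read at 480/540 nm; data normalized to 6.5 mM cAMP.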
TDP43 rescue: qHTS of TDP-43 Inhibitors | TDP-43 expressing yeast growth rescue, BacTiter-Glo, 24 h | Potency, µM (titrated, usually from 46.1 µM), without a hit: at the highest dose growth rescue (activation), usual class: activators | 410,000 compounds, 1.8% hits | AID 652104, 2013; note: % of control where 0% means no effect; nearly all actives have a fitted effect of over 50% in size
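Luminescence from BacTiter-Glo reports growth of TDP-43-expressing yeast after 24 hr at 30 deg C with compound. Cells were raffinose-pregrown to mid-log, then seeded in galactose medium at OD600=0.02.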
EPAC1 antag: qHTS for Antagonist of cAMP-regulated guanine nucleotide exchange factor 3 (EPAC1): primary screen; Rap guanine nucleotide exchange factor 3 (Homo sapiens), O95398; EPAC1 GEF assay, Rap1b-BODIPY-GDP exchange fluorescence; Potency, µM (titrated, usually from 115 µM), for the others: at the highest dose activity change, negative = inhibition, hits mostly inhibitors; 360,000 compounds, 0.14% hits; AID 720709, 2013;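 note: plate controls were vehicle for no effect and positive control for full effect; nearly all actives have a fitted effect of over 50% in size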
aSyn rescue: qHTS of alpha-syn Inhibitors; Yeast expressing alpha-synuclein, growth rescue, BacTiter-Glo, 24 h; Potency, µM (doses to about 46.1 µM), for inactives: top-dose growth rescue (activation), hits mostly activators; 370,000 compounds, 0.14% hits; note: % of control where 0% means no effect; nearly all actives have a fitted effect of over 65% in size
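Readout is rescue of growth in alpha-synuclein-expressing yeast, so inhibitors of toxicity appear as activators. Growth after 24 hr at 30 deg C in galactose medium is quantified by luminescence.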
EPAC2 antagonist: qHTS for Antagonist of cAMP-regulated guanine nucleotide exchange factor 2 (EPAC2): primary screen. Rap guanine nucleotide exchange factor 4 (Homo sapiens), Q8WZA2. EPAC2 GEF exchange of Rap1B-BODIPY-GDP, fluorescence. Potency, µM (series often up to 114 µM), for inactives: top-dose activity, negative = inhibition, actives largely listed as inhibitors. 360,000 compounds, 0.18% hits. AID 720708, 2013; note: % is set by controls: 0 for no effect and ±100 for the full control effect; nearly all actives have a fitted effect of over 45% in size; many of its hits are not listed in these tables
FUS suppressor: qHTS for Suppressors of FUS Proteinopathy: Primary screen using FUS-linked yeast assay. S. cerevisiae FUS-expressing, growth rescue, OD600, 24 h. Potency, µM (highest dose often 76.6 µM), without a hit: top-dose growth rescue (activation), most hits filed as activators. 390,000 compounds, 0.24% hits. AID 1347120, 2019;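 note: plate controls were DMSO vehicle for no effect and reference control for full effect; nearly all actives have a fitted effect of over 55% in size; some results filed as inactive show a strong effect at the top dose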
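Yeast FUS proteinopathy model; galactose-induced FUS (2%), starting OD 0.005. Cpds in dilution series, 24hr, 30C, 99% humidity. Abs 600 nm growth. Pos ctrl CP55940 (top 92uM final); neg ctrl DMSO.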
PTHR1 ag: qHTS for PTHR1 Agonists: Primary Screen | Parathyroid hormone/parathyroid hormone-related peptide receptor (Homo sapiens), Q03431 | 410,000 compounds, 0.075% hits | HEK293 GP2 PTHR1 cells, GloSensor cAMP luminescence, 1 h | Potency, µM (highest dose often 115 µM), inactives show at the top dose activation, actives largely listed as activators; note: nearly all actives have a fitted effect of over 55% in size; some results filed as inactive show a strong effect at the top dose; inactives centre near -15; many of its hits are not listed in these tables
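HEK-293-derived GP2 cells expressing PTHR1 and a GloSensor cAMP reporter, 3,000/well, plated overnight, given luciferin plus IBMX (each 0.5 mM as added) for 1 h at 37 °C, then compound for 1 h at 37 °C. Luminescence was read after 15 min at room temperature.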
EPAC1 agonist: qHTS for Agonist of cAMP-regulated guanine nucleotide exchange factor 3 (EPAC1): primary screen. Rap guanine nucleotide exchange factor 3 (Homo sapiens), O95398. EPAC1 agonist qHTS, biochemical assay; response scale: 100% = response to 6.5 mM cAMP. Potency, µM (top dose mostly 154 µM), for the others: top-dose activation, actives largely listed as activators. 360,000 compounds, 0.073% hits. AID 720707, 2013; note: nearly all actives have a fitted effect of over 60% in size
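EPAC1 100 nM, Rap1B–BODIPY-GDP 250 nM, unlabeled GDP 50 uM; compound titration; 5 min RT; kinetic read ex480/em540 at 5-min intervals ×30 min; data normalized to 6.5 mM cAMP agonist control.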
* hit, by the source's call; i = inactive; ? = inconclusive; . = not tested or not shown; [ ] = dose if it differs, or a comment. Calls come from the whole dose curve; as a rule, active = well fitted curve in the direction sought with a large enough effect; inconclusive = small, poorly fitted or top-dose-only effect, or another doubt; inactive = no such curve, though single readings can be large; an effect the other way counts as inactive or inconclusive. Potency is the fitted concentration of half-maximal effect. An excerpt; rates above refer to the full screens.

SMILES	EPAC2 ag	TDP43 rescue	EPAC1 antag	aSyn rescue	EPAC2 antagonist	FUS suppressor	PTHR1 ag	EPAC1 agonist
CC1CC(C)(C)N2C(=O)C3(Nc4ccccc4S3)c3cccc1c32 (configuration not stated)	10%	-35%[inhibitor]	-6%	?	-3%	30%	i	21%
O=C1CCCc2c1cc(C(=O)Nc1ccc(Cl)cn1)c(=O)n2-c1ccccc1	4%	5%	-11%	11%	-3%	40%	-9%[57.5 µM]	0%
CC(C)[C@H](NC(=O)c1cccc(S(=O)(=O)N2CCOCC2)c1)C(=O)OCC(=O)Nc1cccc(Br)c1	11%	4%	-20%	-2%	-2%	?	-24%	0%
O=[N+]([O-])c1ccccc1O[C@@H]1O[C@H](CO)[C@H](O)[C@H](O)[C@H]1O	8%	-9%	?	-3%	2%	-9%	i	-1%
COCc1c(C(N)=O)nnn1-c1nonc1N	4%	-18%	17%	0%	20%	11%	10%	0%
O=C(Nc1ccc(O)c2c(=O)cc(-c3ccccc3Cl)oc12)c1ccc(F)cc1	1%	19%	-8%	-2%	-2%	-17%	-57%[inhibitor]	5%
COc1cc(OC)cc(C(=O)NNC(=O)CN2C(=O)NC(C)(c3ccccc3)C2=O)c1 (configuration not stated)	-2%	9%	-22%	-2%	-5%	-8%	i	5%
COc1ccc(OC)c(C2C(C(=O)c3cccs3)=C(O)C(=O)N2CCN2CCOCC2)c1 (configuration not stated)	0%	2%	0%	-7%	-2%	30%	i	-1%
COc1ccccc1C(=O)N(Cc1ccccc1)c1ccc(C)cc1	-1%	13%	-9%	1%	?	22%	-46%[inhibitor]	-10%
O=P(NCc1ccccc1)(OCc1ccccc1)OCc1ccccc1	2%	?	7%	7%	-1%	.	i	-1%
O=C(CCCCC(=O)OCC1COCO1)OCC1COCO1 (configuration not stated)	1%	10%	-13%	-5%	12%	.	i	-1%
O=C(NCc1ccccc1)Nc1cccn(Cc2cccc(F)c2)c1=O	-7%	4%	13%	0%	4%	-3%	-3%	-7%
c1ccc(-c2csc(Nc3nc(N4CCOCC4)nc(N4CCOCC4)n3)n2)cc1	6%	0%	-12%	-2%	1%	2%	i	-1%
C=CCNc1sc(C(=O)c2ccccc2)c(N)c1C#N	8%	7%	-14%	0%	-2%	-15%	i	7%
CC1CCCC(NC(=O)c2ccc3c(c2)OCCO3)C1C (configuration not stated)	-2%	?	-4%	-3%	-6%	8%	-33%[inhibitor]	-10%
COC(=O)c1ccc2nc(C(C)(C)C)c(Cc3ccc(OC)cc3C)n2c1	5%	14%	-2%	10%	3%	15%	-20%	7%
Oc1ccc(CN2CCN(c3ncccn3)CC2)cc1	2%	7%	-5%	0%	0%	-15%	-17%	-2%
COCCNC(=O)c1nn2cccnc2c1Cl	2%	-8%	4%	-10%	3%	9%	-9%[57.5 µM]	2%
COc1cccc(NC(=O)CN(C)C(=O)CCNC(=O)c2ccc(Br)cc2)c1	0%	-5%	6%	-2%	-2%	-3%	i	6%
Cc1nc(SCc2nc3ccccc3[nH]2)c2oc3cc([N+](=O)[O-])ccc3c2n1	5%	.	-3%	.	-2%	-18%	i	-13%
O=C(N/N=C/c1c[nH]c2ccccc12)c1cc(Br)ccc1O	4%	?	-19%	0%	-19%	27%	i	2%
CCc1ccccc1NC(=O)NCc1ccc2c(c1)OCO2	8%	0%	-2%	-4%	0%	1%	-41%[inhibitor]	9%
CCCOc1ccc(/C=N/Nc2cccc([N+](=O)[O-])c2)c(O)c1	-4%	13%	2%	5%	4%	27%	-22%	-7%
Cc1ccc(C(=O)NNC(=O)CSc2nnc3c(n2)[nH]c2ccc(C)cc23)cc1	3%	-28%	-4%	-3%	10%	-18%	i	3%
O=C(NC1Cc2ccccc2C1)c1cc(COc2ccc(F)cc2Cl)on1	16%	-16%	-4%	2%	7%	-14%	-30%	11%
CCC(CC)NC(=O)CN(c1ccccc1OC)S(=O)(=O)c1cccs1	-3%	4%	16%	-3%	7%	-7%	i	-6%
CC(O)(c1cccc(F)c1)c1nc(-c2cccc3cccnc23)cs1 (configuration not stated)	22%	33%	-6%	12%	4%	-10%	-29%	-8%
Cc1ccc(NC(=O)c2cc3ccccc3cc2O)cc1	-4%	13%	16%	-8%	-7%	-4%	-36%[inhibitor]	6%
CCc1ccc(/C=C2/SC(N3CCOCC3)=NC2=O)cc1	16%	11%	3%	-3%	1%	-2%	i	-5%
CCn1c(=S)[nH]c2c(=O)n(C)c(=O)n(C)c21	6%	-14%	11%	-7%	8%	-7%	-14%	13%
NC(=O)C1CN(C(=O)c2nn(Cc3ccccc3)c(=O)c3ccccc23)c2ccccc2O1 (configuration not stated)	9%	-9%	-4%	-7%	-17%	31%	-3%	2%
CC(=O)N=c1sccn1CC(O)c1ccc(Br)cc1 (configuration not stated)	8%	10%	-18%	2%	-6%	9%	-1%	4%
O=C(CN1C(=O)S/C(=C\c2cccs2)C1=O)Nc1ccc(O)c(C(=O)O)c1	-5%	-8%	-1%	-1%	-10%	27%	0%	-13%
O=C(Nc1ccccc1)Nc1ccccc1C(=O)NCC1CC1	9%	-11%	2%	-5%	6%	10%	i	-6%
Cn1nc(C(F)(F)F)c(-c2ccccc2)c1NC(=O)CCC(=O)O	-2%	-2%	8%	-1%	-19%	-1%	i	6%
Clc1ccc(/C=C/c2nc(Cl)c(-c3ccc(Cl)cc3)c(Cl)n2)cc1	7%	-18%	-2%	-16%	3%	-11%	-14%	-8%
O=C(COc1ccccc1)Nc1nnc(-c2ccccc2)o1	5%	?	-9%	20µM*	0%	-15%	23%	3%
COc1cccc(CN2CCNC(=O)C2CC(=O)NC2CCCC2)c1OC (configuration not stated)	9%	-7%	-8%	-2%	10%	18%	10%	-2%
S=C(Nc1ccc(Cl)cc1)Nc1ccc2cn[nH]c2c1	6%	?	1%	-3%	27%	-3%	-14%	15%
COc1ccc(N2CCCCn3c2nc2c3c(=O)[nH]c(=O)n2C)cc1	1%	-5%	10%	0%	-2%	11%	i	8%
CSCCC(NC(=O)c1ccc(Cl)cc1Cl)C(=O)NCC(c1cccs1)N(C)C (configuration not stated)	0%	12%	9%	-1%	3%	1%	-52%[inhibitor]	13%
COc1ccc(Cn2nnnc2C(c2ccncc2)N2CCOCC2)cc1 (configuration not stated)	6%	-20%	8%	-8%	6%	3%	i	1%
O=C(C[C@@H]1CC[C@@H]2[C@H](COC[C@H](O)CN2CCC(F)(F)F)O1)NCc1ccc2c(c1)OCO2	5%	12%	3%	-5%	-3%	2%	i	-2%
CCCNC(=O)c1cccc(COCC(F)(F)F)c1	-4%	20%	-8%	0%	-4%	-18%	-26%	3%
CC(=O)CC(C)(C)S(=O)(=O)c1ccc(Oc2ccc(S(=O)(=O)C(C)(C)CC(C)=O)cc2)cc1	7%	22%	-16%	17%	0%	?	i	-5%
O=[N+]([O-])c1ccc(S(=O)(=O)Nc2ccc(-c3ccc(N4CCOCC4)nn3)cc2)cc1	5%	0%	-8%	1%	21%	8%	i	-2%
COc1ccc(CCNc2ccc(N3C(=O)CC(C)C3=O)cc2[N+](=O)[O-])cc1 (configuration not stated)	19%	-20%	?	3%	0%	14%	i	12%
Cc1cccc(NC(=O)c2cccc(S(=O)(=O)N3CCc4ccccc4C3)c2)n1	6%	-26%	-13%	-9%	-5%	28%	-37%[inhibitor]	20%

Not a retest: entries from further up.
SMILES	EPAC2 ag	TDP43 rescue	EPAC1 antag	aSyn rescue	EPAC2 antagonist	FUS suppressor	PTHR1 ag	EPAC1 agonist
Clc1ccc(/C=C/c2nc(Cl)c(-c3ccc(Cl)cc3)c(Cl)n2)cc1	7%	-18%	-2%	-16%	3%	-11%	-14%	-8%
O=C(COc1ccccc1)Nc1nnc(-c2ccccc2)o1	5%	?	-9%	20µM*	0%	-15%	23%	3%
COc1cccc(CN2CCNC(=O)C2CC(=O)NC2CCCC2)c1OC (configuration not stated)	9%	-7%	-8%	-2%	10%	18%	10%	-2%
S=C(Nc1ccc(Cl)cc1)Nc1ccc2cn[nH]c2c1	6%	?	1%	-3%	27%	-3%	-14%	15%
COc1ccc(N2CCCCn3c2nc2c3c(=O)[nH]c(=O)n2C)cc1	1%	-5%	10%	0%	-2%	11%	i	8%
CSCCC(NC(=O)c1ccc(Cl)cc1Cl)C(=O)NCC(c1cccs1)N(C)C (configuration not stated)	0%	12%	9%	-1%	3%	1%	-52%[inhibitor]	13%
COc1ccc(Cn2nnnc2C(c2ccncc2)N2CCOCC2)cc1 (configuration not stated)	6%	-20%	8%	-8%	6%	3%	i	1%
O=C(C[C@@H]1CC[C@@H]2[C@H](COC[C@H](O)CN2CCC(F)(F)F)O1)NCc1ccc2c(c1)OCO2	5%	12%	3%	-5%	-3%	2%	i	-2%
CCCNC(=O)c1cccc(COCC(F)(F)F)c1	-4%	20%	-8%	0%	-4%	-18%	-26%	3%
CC(=O)CC(C)(C)S(=O)(=O)c1ccc(Oc2ccc(S(=O)(=O)C(C)(C)CC(C)=O)cc2)cc1	7%	22%	-16%	17%	0%	?	i	-5%
O=[N+]([O-])c1ccc(S(=O)(=O)Nc2ccc(-c3ccc(N4CCOCC4)nn3)cc2)cc1	5%	0%	-8%	1%	21%	8%	i	-2%
COc1ccc(CCNc2ccc(N3C(=O)CC(C)C3=O)cc2[N+](=O)[O-])cc1 (configuration not stated)	19%	-20%	?	3%	0%	14%	i	12%
Cc1cccc(NC(=O)c2cccc(S(=O)(=O)N3CCc4ccccc4C3)c2)n1	6%	-26%	-13%	-9%	-5%	28%	-37%[inhibitor]	20%
